pAkt inh = HTS Assay for Inhibitors of Akt Phophorylation: Primary Screen | Neuro2A IGF-stimulated pAkt S473 HTRF, 20 min; hits give low values | activity change, % for hits at 50 µM | actives 0.32% (n = 360,000); in the data active = activity change below about -80%; inconclusive = mostly about -51% to -80%; note: % is set by controls: 0 for no effect and ±100 for the full control effect
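Neuro2A cells in DMEM with 0.5% FBS, overnight at 37 deg C, given compound at single 50 µM final, then IGF (6 nM final) for 20 min at 37 deg C. Lysed; phospho-Akt Ser473 by HTRF after 24 h, 665/615 ratio.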
Mm-Cpn inhibitor = Inhibitors of TCP-1 ring complex (TRiC) of Methanococcus maripaludis (MmCpn): qHTS | Chaperonin Mm-Cpn (Methanococcus maripaludis) | actives 0.031% (n = 330,000) | purified Mm-Cpn ATPase, ADP Transcreener TR-FRET | Potency, µM (doses to about 76.9 µM), inactives show at the highest dose activity, negative = inhibition, hits mostly inhibitors; note: potency is the fitted concentration of half-maximal effect; % is set by controls: 0 for no effect and ±100 for the full control effect; nearly all actives have a fitted effect of over 80% in size
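Inhibition of chaperonin ATP hydrolysis is measured as reduced ADP production, detected by competitive TR-FRET in which signal falls with ADP. Final enzyme 25 nM and ATP 10 uM, reacted 30 min at 37°C.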
Abeta yeast res = qHTS for compounds that reverse cellular toxicity of Amyloid beta (A-beta) peptide in yeast: Primary Screen. Potency, µM (highest dose often 46.1 µM), for inactives: at the top dose growth rescue, usual class: activators. actives 0.063% (n = 410,000). yeast expressing A-beta42, growth rescue, OD600, 48 h; response scale: 0% DMSO, 100% iron-clioquinol control; note: potency is the fitted concentration of half-maximal effect; nearly all actives have a fitted effect of over 55% in size
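Yeast A-beta toxicity model in growth medium with pinned compounds, 48 h at 30 C; growth read as absorbance at 600 nm. Normalized to FeCl3/clioquinol equimolar mix (positive) and DMSO (negative).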
aSyn yeast inh = qHTS of alpha-syn Inhibitors; actives 0.14% (n = 370,000); Yeast expressing alpha-synuclein, growth rescue, BacTiter-Glo, 24 h; Potency, µM (highest dose often 46.1 µM), inactives show at the highest dose growth rescue (activation), hits mostly activators; AID 652106, 2013; note: potency is the fitted concentration of half-maximal effect; % of control where 0% means no effect; nearly all actives have a fitted effect of over 65% in size
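Rescue of yeast growth: cells expressing toxic alpha-synuclein, induced in galactose at OD600 0.02, incubated with compound 24 h at 30 C. ATP luminescence quantified growth; inhibitors of toxicity appear as activators.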
GLP1R inv ag = qHTS of GLP-1 Receptor Inverse Agonists (Inhibition Mode); Glucagon-like peptide 1 receptor (Homo sapiens), P43220; HEK293 GLP-1R CRE-luciferase, luminescence, 24 h; GLP-1R form is constitutively active; Potency, µM (titrated, usually from 38.3 µM), without a hit: at the top dose activity change, negative = inhibition, most hits filed as inhibitors; actives 1.6% (n = 410,000); note: potency is the fitted concentration of half-maximal effect; % is set by controls: 0 for no effect and ±100 for the full control effect; nearly all actives have a fitted effect of over 55% in size
Target sequence (P43220 whole entry, looked up): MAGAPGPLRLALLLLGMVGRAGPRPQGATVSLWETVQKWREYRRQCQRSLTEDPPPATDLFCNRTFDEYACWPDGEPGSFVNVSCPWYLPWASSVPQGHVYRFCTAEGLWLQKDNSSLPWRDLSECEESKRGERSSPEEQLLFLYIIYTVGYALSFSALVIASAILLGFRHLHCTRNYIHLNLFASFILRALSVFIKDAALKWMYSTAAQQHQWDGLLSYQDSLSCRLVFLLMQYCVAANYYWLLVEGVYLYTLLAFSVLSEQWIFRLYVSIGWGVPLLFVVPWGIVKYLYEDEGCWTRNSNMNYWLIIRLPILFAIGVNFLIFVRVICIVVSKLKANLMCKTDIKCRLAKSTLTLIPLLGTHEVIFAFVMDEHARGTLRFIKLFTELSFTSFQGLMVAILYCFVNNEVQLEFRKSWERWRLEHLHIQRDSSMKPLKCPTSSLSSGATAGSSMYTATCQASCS
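HEK293 cells stably co-expressing constitutively active GLP-1R and a cAMP-responsive luciferase reporter were seeded in DMEM with 10% Nu serum, given compounds after 12 h, and incubated 24 h at 37 deg C. Luminescence was then read.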
GLP1R cytotox = qHTS of GLP-1 Receptor Inverse Agonists: Cytotox Screen; HEK293 cAMP-luciferase reporter cells, luminescence, 24 h; Potency, µM (titrated, usually from 38.3 µM), for the others: top-dose activity change, negative = inhibition, actives largely listed as inhibitors; actives 0.13% (n = 410,000);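 note: loss of luciferase light is scored as toxicity; potency is the fitted concentration of half-maximal effect; % is set by controls: 0 for no effect and ±100 for the full control effect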
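Compound-treated cells are incubated 24 hr at 37 deg C under 5% CO2 after a 12 hour attachment period, then luciferase detection reagent is added and luminescence is measured following 12 min at room temperature; lowered signal indicates toxicity.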
PTHR1 agonist = qHTS for PTHR1 Agonists: Primary Screen | Parathyroid hormone/parathyroid hormone-related peptide receptor (Homo sapiens), Q03431 | AID 743266, 2014 | HEK293 GP2 PTHR1 cells, GloSensor cAMP luminescence, 1 h | Potency, µM (highest dose often 115 µM), for inactives: at the highest dose activation, hits mostly activators | actives 0.075% (n = 410,000); note: potency is the fitted concentration of half-maximal effect; nearly all actives have a fitted effect of over 55% in size; some results filed as inactive show a strong effect at the top dose; inactives centre near -15; many of its hits are not listed in these tables
Target sequence (Q03431 whole entry, looked up): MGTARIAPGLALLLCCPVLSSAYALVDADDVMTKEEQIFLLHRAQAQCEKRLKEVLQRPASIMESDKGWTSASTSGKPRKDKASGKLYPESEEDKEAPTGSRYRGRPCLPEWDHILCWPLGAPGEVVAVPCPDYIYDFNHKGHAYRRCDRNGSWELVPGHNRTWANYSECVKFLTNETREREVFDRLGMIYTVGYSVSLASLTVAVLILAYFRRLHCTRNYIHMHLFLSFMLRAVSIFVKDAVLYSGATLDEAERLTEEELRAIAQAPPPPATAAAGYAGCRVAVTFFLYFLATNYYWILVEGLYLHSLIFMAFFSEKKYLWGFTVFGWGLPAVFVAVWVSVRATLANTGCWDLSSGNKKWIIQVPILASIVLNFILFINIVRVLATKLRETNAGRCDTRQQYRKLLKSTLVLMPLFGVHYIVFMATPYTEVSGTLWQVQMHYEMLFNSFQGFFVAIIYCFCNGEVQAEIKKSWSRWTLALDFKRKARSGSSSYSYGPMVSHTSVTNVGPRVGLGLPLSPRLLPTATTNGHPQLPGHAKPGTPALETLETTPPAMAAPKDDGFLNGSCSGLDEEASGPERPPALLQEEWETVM
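HEK-293-derived GP2 cells expressing PTHR1 and a GloSensor cAMP reporter, 3,000/well, plated overnight, given luciferin plus IBMX (each 0.5 mM as added) for 1 h at 37 °C, then compound for 1 h at 37 °C. Luminescence was read after 15 min at room temperature.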
FUS suppressor = qHTS for Suppressors of FUS Proteinopathy: Primary screen using FUS-linked yeast assay | S. cerevisiae FUS-expressing, growth rescue, OD600, 24 h | Potency, µM (series often up to 76.6 µM), without a hit: top-dose growth rescue (activation), actives largely listed as activators | actives 0.24% (n = 390,000) | AID 1347120, 2019;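 note: potency is the fitted concentration of half-maximal effect; plate controls were DMSO vehicle for no effect and reference control for full effect; nearly all actives have a fitted effect of over 55% in size; some results filed as inactive show a strong effect at the top dose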
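Compound concentration series was pinned onto galactose-induced FUS-expressing yeast seeded at OD 0.005. Plates sat 24hr at 30C; absorbance at 600 nm gave growth. DMSO served as background control.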
TDP43 rescue = qHTS of TDP-43 Inhibitors; TDP-43 expressing yeast growth rescue, BacTiter-Glo, 24 h; actives 1.8% (n = 410,000); Potency, µM (doses to about 46.1 µM), without a hit: at the highest dose growth rescue (activation), hits mostly activators; note: potency is the fitted concentration of half-maximal effect; % of control where 0% means no effect; nearly all actives have a fitted effect of over 50% in size
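Growth rescue of TDP-43-toxic yeast measured as ATP luminescence (BacTiter-Glo). Cells grown to mid-log in raffinose, induced in galactose at OD600=0.02, exposed to compound 24 hr at 30 deg C.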
* = called active by the depositor; i = inactive; ? = inconclusive; . = no result given; [ ] = remark or other dose. Unless noted, calls come from the whole dose curve; as a rule, active = well fitted curve in the direction sought with a large enough effect; inconclusive = small, poorly fitted or top-dose-only effect, or another doubt; inactive = no such curve, though single readings can be large; an effect the other way counts as inactive or inconclusive.

[1] Fc1ccc(-c2ccc3nccn3c2)cc1Cl
[2] Cc1cccc(C(=O)Nc2nnc(S(=O)(=O)N3CCCCCC3)s2)c1
[3] CCOc1ccc(OCC)c(NC(=O)C2CCN(S(=O)(=O)c3cn(C)cn3)CC2)c1
[4] COc1ccc(NC(=O)C2(C)CCN2Cc2ccc3ccccc3c2)cc1OC (stereo unspecified)
[5] Nc1ccc2oc(-c3ccccc3Cl)nc2c1
[6] COc1cc(NS(=O)(=O)c2c(C(=O)N3CCCCC3)c(C)n(C)c2C)cc(OC)c1OC

Screen / compound no.	1	2	3	4	5	6
pAkt inh	i	i	.	i	i	.
Mm-Cpn inhibitor	.	-7%	.	.	-4%	.
Abeta yeast res	-21%	-4%	-15%	-18%	17%	-13%
aSyn yeast inh	-1%	-14%	.	-1%	0%	.
GLP1R inv ag	6%	?	1%	?	-23%	5%
GLP1R cytotox	-3%	-8%	-1%	-1%	-1%[1.53 µM]	-8%
PTHR1 agonist	-4%	i	3%	-41%[inhibitor]	-39%[inhibitor]	-18%
FUS suppressor	-24%	2%	8%	11%	17%	-4%
TDP43 rescue	3%	10%	-4%	-6%	9%	9%

Single records (already shown).
`Nc1ccc2oc(-c3ccccc3Cl)nc2c1` is listed as pAkt inh = i; Mm-Cpn inhibitor = -4%; Abeta yeast res = 17%; aSyn yeast inh = 0%; GLP1R inv ag = -23%; GLP1R cytotox = -1%[1.53 µM]; PTHR1 agonist = -39%[inhibitor]; FUS suppressor = 17%; TDP43 rescue = 9%
`COc1cc(NS(=O)(=O)c2c(C(=O)N3CCCCC3)c(C)n(C)c2C)cc(OC)c1OC` is listed as pAkt inh = .; Mm-Cpn inhibitor = .; Abeta yeast res = -13%; aSyn yeast inh = .; GLP1R inv ag = 5%; GLP1R cytotox = -8%; PTHR1 agonist = -18%; FUS suppressor = -4%; TDP43 rescue = 9%

Remaining list, next part:
[7] Cc1cc2cc(CN(Cc3ccc4c(c3)OCO4)C(=O)c3cnccn3)c3nnnn3c2cc1C
[8] CCc1ccc2[nH]c(=O)c(C(c3nnnn3Cc3ccccc3)N3CCOCC3)cc2c1 (stereo unspecified)
[9] Cc1ccc(S(=O)(=O)NC(=O)NC2=NC(C)(C)N(c3ccc(Cl)c(Cl)c3)C(N)=N2)cc1
[10] COc1ccc(NC(=O)CC(C)c2ccccc2)cc1S(=O)(=O)N1CCOCC1 (stereo unspecified)
[11] COc1ccc(/C=C2/Sc3ccc(C(=O)NCCCN4CCOCC4)cc3NC2=O)cc1OC
[12] COc1ccc(/C=N/Nc2ccccc2C(=O)O)cc1Cn1cc([N+](=O)[O-])cn1

Screen / compound no.	7	8	9	10	11	12
pAkt inh	i	i	i	i	i	i
Mm-Cpn inhibitor	-1%	1%	.	1%	-4%	-1%
Abeta yeast res	17%	14%	0%	-11%	-13%	9%
aSyn yeast inh	5%	-10%	0%	2%	-2%	5%
GLP1R inv ag	6%	6%	-15%	-7%	79%[activator]	-15%
GLP1R cytotox	78%[activator]	1%	-3%	1%	-2%	-28%
PTHR1 agonist	-5%	i	-22%	-23%	i	-38%[inhibitor]
FUS suppressor	-10%	11%	15%	13%	24%	27%
TDP43 rescue	7%	-1%	23%	-1%	2%	-21%

Only PTHR1 agonist and Abeta yeast res, for five of the compounds above:
nr | Compound | PTHR1 agonist | Abeta yeast res
7 | Cc1cc2cc(CN(Cc3ccc4c(c3)OCO4)C(=O)c3cnccn3)c3nnnn3c2cc1C | -5% | 17%
8 | CCc1ccc2[nH]c(=O)c(C(c3nnnn3Cc3ccccc3)N3CCOCC3)cc2c1 (stereo unspecified) | i | 14%
9 | Cc1ccc(S(=O)(=O)NC(=O)NC2=NC(C)(C)N(c3ccc(Cl)c(Cl)c3)C(N)=N2)cc1 | -22% | 0%
10 | COc1ccc(NC(=O)CC(C)c2ccccc2)cc1S(=O)(=O)N1CCOCC1 (stereo unspecified) | -23% | -11%
11 | COc1ccc(/C=C2/Sc3ccc(C(=O)NCCCN4CCOCC4)cc3NC2=O)cc1OC | i | -13%

(listing goes on)
[13] O=C(N/N=C/c1ccc(OC(=O)c2ccc([N+](=O)[O-])cc2)cc1)c1cccnc1
[14] c1ccc2c(c1)CCN(CCCNc1nc3ccccc3n3cnnc13)C2
[15] CCN(CC(=O)N1CCC(C)CC1)S(=O)(=O)c1ccc(C)cc1
[16] Cc1ccc(/C=C/c2onc(C)c2S(=O)(=O)N2CCC(C(=O)N3CCN(c4cc(C)ccc4C)CC3)CC2)cc1
[17] CC(C)CCNC(=O)CCCOc1cc(=O)n(C)c2ccccc12
[18] CCOc1ccc(C(=O)Nc2ccc(OCc3cc(=O)n4cccc(C)c4n3)cc2)cc1

Screen / compound no.	13	14	15	16	17	18
pAkt inh	i	i	i	.	i	.
Mm-Cpn inhibitor	-17%	0%	0%	.	1%	.
Abeta yeast res	-5%	2%	-9%	1%	-37%[inhibitor]	-5%
aSyn yeast inh	-7%	-3%	0%	.	0%	.
GLP1R inv ag	19%	23%	-1%	-42%	32%[activator]	-5%
GLP1R cytotox	7%	3%	-15%	7%	11%	1%
PTHR1 agonist	-18%	i	i	-17%	i	i
FUS suppressor	-16%	-25%	.	?	.	-23%
TDP43 rescue	-2%	16%	-30%[inhibitor]	16%	22%	8%

[19] COc1cc(-c2nc(-c3ccc(Br)o3)no2)cc(OC)c1OC
[20] CCN1C(=O)[C@H]2[C@@H](c3ccc(-c4ccc(OC)cc4)cc3)N3CCCC[C@@]3(C(=O)OC)[C@H]2C1=O
[21] O=C(NNC(=S)Nc1ccccc1C(F)(F)F)c1ccc(Br)o1
[22] CC1CCCCC1NC(=O)CN1C(=O)c2ccccc2S1(=O)=O (stereo unspecified)
[23] Nc1ccc2c(c1)COC2=O
[24] S=C(NCC1CCCCC1)Nc1cccnc1

Screen / compound no.	19	20	21	22	23	24
pAkt inh	i	i	i	i	i	i
Mm-Cpn inhibitor	-7%	1%	0%	1%	3%	0%
Abeta yeast res	2%	7%	6%	10%	18%	-2%
aSyn yeast inh	-6%	?	6%	-2%	6%	-10%
GLP1R inv ag	19%	?	-22%	3%	11%[0.307 µM]	4%
GLP1R cytotox	1%	-45%	0%	-27%	19%[0.307 µM]	29%
PTHR1 agonist	-19%	-10%	-20%	-12%	-9%	-17%
FUS suppressor	-7%	?	-34%	-7%	-21%	.
TDP43 rescue	25%	16%	10%	20%	8%	5%

[25] Cc1cc(OCC(=O)NCCCN2CCCC2=O)c2c(C)cc(=O)oc2c1
[26] CC(C)OC(=O)c1ccc(NC(=O)CSc2nc3ncccc3[nH]2)cc1
[27] O=C(N/C=C/n1cnc2cc(C(F)(F)F)ccc21)c1ccccc1
[28] COc1cc2c(cc1OC)C1(Nc3c-2c(-c2ccccc2)nn3-c2ccccc2)C(=O)Nc2ccccc21 (stereo unspecified)
[29] CC[C@]12C(=O)N(C)C[C@H]([C@@H]3C(=O)N(C)C(=O)[C@@H]31)N2C(=O)c1ccc(C(C)(C)C)cc1
[30] CN(C)S(=O)(=O)c1ccc(C(=O)OCC(=O)NCc2ccco2)cc1

Screen / compound no.	25	26	27	28	29	30
pAkt inh	i	i	i	i	i	i
Mm-Cpn inhibitor	-1%	-4%	-1%	0%	.	-1%
Abeta yeast res	12%	-1%	6%	11%	-12%	-4%
aSyn yeast inh	0%	-2%	2%	6%	-3%	0%
GLP1R inv ag	23%	-3%	-22%	?	14%	-5%
GLP1R cytotox	?	2%	0%	0%	14%	8%
PTHR1 agonist	i	-40%[inhibitor]	-1%	i	-8%	-20%
FUS suppressor	-22%	1%	10%	22%	-6%	-14%
TDP43 rescue	9%	21%	?	-22%	-4%	21%

[31] COc1ccc(-c2nc(S(=O)(=O)c3ccccc3)c(N3CCN(C)CC3)o2)cc1
[32] CSCC[C@H](NC(=O)Nc1ccc(Oc2ccccc2)cc1)C(=O)O
[33] COc1cc(C(=O)NCC(=O)OCC(=O)c2ccc[nH]2)cc(OC)c1OC
[34] O=C(c1cc(S(=O)(=O)NCc2ccco2)ccc1Br)N1CCOCC1
[35] COc1ccc(-c2cc(C(F)(F)F)n3nc(-c4ccccc4)cc3n2)cc1OC
[36] COc1ccc(-n2ccn(CC(=O)NCc3ccc(C)cc3)c(=O)c2=O)cc1OC
[37] COc1ccc(NC2=C(C(C)=O)C(c3ccccc3)C(C(C)=O)C(C)(O)C2)cc1 (stereo unspecified)
[38] CCOC(=O)c1cnc2oc3ccccc3n2c1=O
[39] CCc1noc(C)c1C(=O)Nc1cc(C(F)(F)F)ccc1-n1cncn1

Screen / compound no.	31	32	33	34	35	36	37	38	39
pAkt inh	i	i	i	i	.	.	i	i	i
Mm-Cpn inhibitor	.	0%	1%	-4%	.	.	1%	1%	0%
Abeta yeast res	8%	3%	7%	-5%	-5%	5%	11%	-5%	-1%
aSyn yeast inh	1%	-1%	0%	-1%	.	.	0%	0%	-1%
GLP1R inv ag	-19%	20%	7%	13%	1%	5%	1%	3%	-4%
GLP1R cytotox	-19%	-1%	-10%	-11%	5%	3%	-4%	10%	7%
PTHR1 agonist	-20%	-3%	-15%	i	-40%	i	i	-21%	i
FUS suppressor	-3%	0%	12%	7%	12%	11%	-5%	1%	11%
TDP43 rescue	?	7%	-2%	4%	0%	3%	-5%	1%	2%

Screening data (PubChem)

Some of the compounds tested; rates above refer to the full screens.
